From PubChem BioAssay
GSIS activator – primary screen for activators of insulin secretion dependent on glucose, INS-1E cells, GLuc reporter luminescence; INS-1E GLuc reporter insulin secretion, 2-3 h; activation, % at 16.6 µM; 0.61% of 370,000 active;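 active = lowest replicate activation of at least 40%, so every replicate reaches that level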;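 note: 0% = median of neutral control wells and 100% = median of IBMX positive control wells; some compounds called inactive have numbers as strong as hits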
esBAF inh – SWI/SNF esBAF complex inhibition. mouse ES cells, Bmi1-luciferase knock-in reporter, 24 h; 100% = twice the neutral-well signal. reporter increase, % at 12.5 µM. 2% of 350,000 active; in the data active = activation above about 40%;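 note: 0% = median of the plate's neutral control wells and 100% = double that signal; a rise in the Bmi1 reporter signal indicates esBAF inhibition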
RAD54 branch – blocks human RAD54 Holliday junction branch migration; Q92698; FAM/BHQ fluorescence; inhibition, % at 10.4 µM; 0.14% of 360,000 active; AID 602329;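 active = mean normalized replicate activity at least 40 and at least half of replicates scoring 40 or more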;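 note: 0% = median of neutral control wells and 100% = median of positive control wells; inhibitors cause a drop in the FAM fluorescence signal; in these data hits start at about 50%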
CFTR F508del cor – CFTR F508del correction in bronchial cells. 0.36% of 350,000 active. activity (quench increase), % at 7.58 µM. CFBE cells, YFP halide quenching; stimulated with forskolin plus potentiator P3; % fluorescence drop versus neutral controls. AID 720511;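 active = mean added fluorescence quench of at least 8% versus neutral control, with both replicates also reaching 8%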;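 note: cells transiently co-express mutant CFTR-F508del with the halide-sensitive YFP; corrector assay measuring rescue of mutant channel to the surface after 24 h compound exposure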
ERAP1 inh – inhibitors of human ERAP1 aminopeptidase | Q9NZ08 | recombinant ERAP1, Leu-AMC fluorescence, 60 min | inhibition, % at 10.7 µM | 0.15% of 340,000 active | AID 652197;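 active = mean replicate inhibition of at least 30%, or all replicates individually reaching that 30% level; inactive = mean below 30% and not every replicate reaching it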;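 note: 0% = neutral control wells and 100% = L-leucinethiol positive control wells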
RAD52 anneal inh – RAD52 (human) annealing inhibition. 0.46% of 360,000 active. inhibition, % at 18.7 µM. AID 651710. recombinant RAD52 DNA annealing, FRET fluorescence;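 active = every replicate showing at least 50% inhibition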
Target sequence (P43351 whole entry, looked up): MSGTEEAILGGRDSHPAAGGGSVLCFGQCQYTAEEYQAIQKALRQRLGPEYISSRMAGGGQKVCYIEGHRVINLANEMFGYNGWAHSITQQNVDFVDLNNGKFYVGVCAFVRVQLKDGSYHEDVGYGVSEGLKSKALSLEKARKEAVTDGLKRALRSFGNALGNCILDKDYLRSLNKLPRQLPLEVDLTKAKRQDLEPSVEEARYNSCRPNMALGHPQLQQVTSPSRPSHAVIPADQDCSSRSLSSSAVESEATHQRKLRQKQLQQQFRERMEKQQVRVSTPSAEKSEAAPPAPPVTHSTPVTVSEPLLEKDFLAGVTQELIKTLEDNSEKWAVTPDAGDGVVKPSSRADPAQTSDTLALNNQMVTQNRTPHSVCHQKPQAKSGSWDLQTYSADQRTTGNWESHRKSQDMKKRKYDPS
XiGFP reactiv – activators of X-chromosome reactivation in mouse fibroblasts; AID 743238; XiGFP mouse fibroblasts, % GFP-positive cells imaging, 3 d; cells co-treated with 5-aza-dC sensitizer; scaled so ellipticine positive control = 100%; activation, % at 7.58 µM; 0.055% of 360,000 active;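 active = mean normalized replicate activation at least 10% and every replicate at or above 10%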;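 note: 0% = median of on-plate neutral control wells and 100% = ellipticine 6 µM median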
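Material: XiGFP fibroblasts, SV40-immortalized; Buffer or medium: DMEM containing 5-aza-dC; Compound dosing: single point; Times: 3 days compound exposure.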
ARNT TACC3 PPI – disrupts binding between human ARNT and TACC3; AlphaScreen His-ARNT PAS-B/GST-TACC3 binding, luminescence; TACC3 fragment carries E629A point mutation; Q9Y6A5; AID 623870; inhibition, % at 9.99 µM; 0.66% of 390,000 active;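 active = mean inhibition of replicates at least 50% and at least half of replicates each reaching 50%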;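 note: 0% = complete ARNT plus TACC3 wells and 100% = ARNT alone without TACC3; many hits fall short of the cut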
* marks the source's active call; other numbers are inactive results; · = not tested or not shown; & = joins results of further samples.

SMILES	GSIS activator	esBAF inh	RAD54 branch	CFTR F508del cor	ERAP1 inh	RAD52 anneal inh	XiGFP reactiv	ARNT TACC3 PPI
Cc1ccc(CC(=O)Nc2ccc([N+](=O)[O-])cc2C)cc1	9.8	·	·	-0.5	15.0	-1.1	0.1	-4.8
COc1cc(C(=O)N2CCN(c3cccc(C)c3C)CC2)cc(OC)c1OC	-0.4	-16.9	-7.6	6.8	-1.6	2.7	0.4	2.7
C#CCN(C[C@@H]1[C@@H](OC(=O)NCc2ccccc2F)[C@@H](OC(=O)NCc2ccccc2F)Cn2c(=O)ccc(=O)n21)S(=O)(=O)c1ccc(C)cc1	-43.9	-63.3	1.7	-5.7	·	-19.3	-0.2	·
COc1cc2c(c(OC)c1OC)C(=O)CO2	14.3	-2.8	0.2	0.3	3.8	16.1	0.4	-4.5
Cc1ccc(CN2CCCC2(C)C(=O)NC(C)C)cc1 (centres undefined)	·	-4.4	-1.7	4.3	-1.9	-22.6	-0.1	·
COCc1cccc(-c2csc(C(NC(C)=O)c3cccc(F)c3)n2)c1 (centres undefined)	-12.1	7.4	1.1	-3.7	1.4	-6.7	0.0	·
Cn1cccc1/C=C1\SC(=S)N(Nc2ccccc2)C1=O	-7.4	·	-9.7	2.0	·	-26.6	0.0	14.0
O=C(CCCN1C(=O)/C(=C/c2ccccc2)SC1=S)N1CCOCC1	-29.3	1.2	-0.7	2.1	2.7	-8.1	0.0	7.5
COc1ccc(S(=O)(=O)N(C)C[C@@H]2Oc3ccc(NC(=O)Nc4ccc5c(c4)OCO5)cc3CC(=O)N([C@H](C)CO)C[C@H]2C)cc1	-1.1	-1.8	-5.9	0.5	-0.7	-9.1	-0.1	-0.2
Cc1ccccc1S(=O)(=O)NCc1ccc(N2CCN(C)CC2)cc1	·	·	-3.8	-2.8	-0.8	-6.3	0.2	·
O=C(NCc1ccc2c(c1)OCO2)c1cccc(S(=O)(=O)N2CCCCC2)c1	-25.7	·	·	-0.1	3.7	-13.1	·	3.2
O=C(NCCNC(=O)c1ccccn1)c1ccc(Cl)cc1	-0.6	0.7	-3.3	0.8	-2.0	-10.8	0.0	3.9
COc1ccc(C(=O)N2CCC(C)(C(=O)NS(=O)(=O)C3CC3)C2)cc1F (centres undefined)	-10.1	-5.5	7.5	3.4	2.2	-4.4	0.4	·
CCOP(=O)(OCC)c1nc(-c2ccc(Cl)cc2Cl)oc1N1CCOCC1	-13.9	·	·	2.0	-3.1	5.4	-0.1	-6.7
Cc1cc(C)cc(Cn2c3ccc(NC(=S)NCc4ccccc4F)cc3c(=O)n2C)c1	56.0*	4.0	6.3	-7.7	1.8	-32.8	0.3	·
Cc1ccc(S(=O)(=O)N[C@H]2CC[C@@H](CCn3cc(C4(O)CCCC4)nn3)O[C@@H]2CO)cc1	1.7	2.9	-1.0	2.6	2.0	-8.6	0.0	-2.6
O=C(NCC[C@H]1CC[C@@H](NC(=O)c2ccccc2F)[C@@H](CO)O1)c1ccc2c(c1)OCO2	-6.5	1.6	-9.5	-1.9	0.0	2.7	-0.4	-15.4
CCCCOc1ccc(C(=O)NCC(=O)NNC(=O)C2COc3ccccc3O2)cc1 (centres undefined)	1.5	-1.4	-5.0	3.0	1.1	-8.9	0.0	3.4
CNc1ccc(-c2ccccc2OC)cn1	1.7	-2.9	5.4	-1.8	-0.3	-5.4	0.0	·
CO[C@@H]1CN(C)C(=O)c2ccc(NC(=O)C3CCC3)cc2OC[C@@H](C)N(Cc2nccs2)C[C@@H]1C	-14.7	-14.2	-2.3	-0.7	-3.7	6.7	0.5	-9.2

Marked active in GSIS activator, of those listed so far:
SMILES	GSIS activator	esBAF inh	CFTR F508del cor	ERAP1 inh	RAD52 anneal inh	ARNT TACC3 PPI
Cc1cc(C)cc(Cn2c3ccc(NC(=S)NCc4ccccc4F)cc3c(=O)n2C)c1	56.0*	4.0	-7.7	1.8	-32.8	·

Continuation.
SMILES	GSIS activator	esBAF inh	RAD54 branch	CFTR F508del cor	ERAP1 inh	RAD52 anneal inh	XiGFP reactiv	ARNT TACC3 PPI
CCCCn1c(N)c(N(CCOC)C(=O)c2ccc(S(=O)(=O)N(CC)c3ccccc3)cc2)c(=O)[nH]c1=O	-7.3	3.3	4.0	-0.7	-2.7	-1.0	-0.1	0.0
COc1ccccc1CN1C[C@@H]2C[C@@H](c3ccc(C)c(C)c3)N3CCC[C@@]23C1=O	-0.2	·	·	-0.9	-1.4	-169.6	0.0	4.9
CCOC(=O)CCNC(=O)Nc1ccc2nc(C)n(Cc3ccc(Cl)cc3)c(=O)c2c1	-6.6	4.6	·	1.1	1.4	-1.7	·	-2.2
COc1ccc(/C=N/N=C2/NC(=O)CC(C(=O)O)S2)cc1 (centres undefined)	11.1	-11.6	-1.4	1.2	-0.6	-3.9	0.0	-6.2
CC1(C)C(=O)OC(c2c3ccccc3cc3ccccc23)C(C)(C)C1=O (centres undefined)	13.2	-1.9	·	1.0	6.5	-5.7	-0.1	3.1
Cc1cccc(CN2C[C@]34C=C[C@@H](C[C@@H]3S2(=O)=O)O4)c1	0.0	-2.5	-8.4	3.0	1.9	-0.7	0.0	-2.3
CCN1C(=O)CC(C(=O)NCCc2ccc(S(N)(=O)=O)cc2)SC1=Nc1ccc(OC)cc1 (centres undefined)	8.3	2.0	-2.5	2.4	5.8	1.5	0.0	-9.1
CC(C)NC(=O)Nc1ccc2c(c1)C(=O)N([C@H](C)CO)C[C@H](C)[C@H](CN(C)S(C)(=O)=O)OCCCC[C@@H](C)O2	4.6	-4.3	-2.6	-2.0	-5.7	22.2	0.2	-0.1
OCCCc1cn(-c2ccccc2)c2ccccc12	8.1	·	·	1.4	5.3	0.0	0.5	-1.8
COc1ccc(NC(=O)N2CC(=O)N3[C@H](CO)[C@H](c4ccc(-c5ccc(C)cc5)cc4)[C@@H]3C2)cc1	-16.1	·	·	-0.3	0.8	-5.9	0.0	·
CN(C)S(=O)(=O)Oc1ccsc1C(=O)Nc1ccc(C(F)(F)F)cc1	-5.9	·	·	3.0	-1.9	-21.4	0.3	-0.2
NC(=O)c1cccc(S(=O)(=O)N2CCCCC2)c1	4.2	0.6	·	-0.8	1.3	-6.0	·	-6.3
COC(=O)COc1cccc2c(=O)n(CC(=O)NCc3ccc(F)cc3)ccc12	8.4	7.6	-2.1	6.9	1.2	-10.3	0.1	1.2
COc1ccc(NC(=O)N(C)C[C@@H]2Oc3c(NS(=O)(=O)c4cccs4)cccc3C(=O)N([C@H](C)CO)C[C@@H]2C)cc1	-28.3	0.1	-0.8	-0.9	0.3	-7.8	-0.9	-2.6
Cc1ccc(S(=O)(=O)N2CCN(Cc3ccccc3)CC2)cc1	-18.7	-2.0	9.0	5.6	2.6	-11.6	0.0	-4.6
O=C(C[C@H]1CC[C@H]2[C@@H](COC[C@H](O)CN2C(=O)Nc2ccccc2)O1)NCc1ccccc1F	-5.0	-0.6	4.9	-2.3	-2.1	2.4	0.3	12.0
Cc1noc(C)c1S(=O)(=O)Nc1ccc2c(c1)C(=O)N([C@H](C)CO)C[C@H](C)[C@@H](CN(C)S(=O)(=O)c1ccc(F)cc1)O2	-9.6&-21.2	1.9	-8.0	-1.7&-1.0	-0.8&0.5	-1.2&-39.6	-0.1&0.0	3.9
O=C(NCc1cccc(F)c1)[C@@H]1[C@@H](CO)[C@@H]2Cn3c(ccc(-c4ccccc4)c3=O)[C@H]1N2CC1CC1	-14.2	0.4	2.7	1.6	2.4	7.2	0.6	-8.8
CCN1CC(CN(C)Cc2nc(COc3ccccc3)no2)CC1=O (centres undefined)	-0.1	6.7	-0.1	-0.1	-3.0	-1.6	0.0	-10.6
CO[C@H]1CN(C)C(=O)c2ccc(NC(=O)NC(C)C)cc2OC[C@H](C)N(Cc2cncnc2)C[C@H]1C	1.1	-1.8	·	-0.4	·	·	0.5	·

An excerpt from above in order of the ARNT TACC3 PPI value, lowest first:
SMILES | GSIS activator | esBAF inh | CFTR F508del cor | ERAP1 inh | RAD52 anneal inh | ARNT TACC3 PPI
CCN1CC(CN(C)Cc2nc(COc3ccccc3)no2)CC1=O (centres undefined) | -0.1 | 6.7 | -0.1 | -3.0 | -1.6 | -10.6
COc1ccc(NC(=O)N(C)C[C@@H]2Oc3c(NS(=O)(=O)c4cccs4)cccc3C(=O)N([C@H](C)CO)C[C@@H]2C)cc1 | -28.3 | 0.1 | -0.9 | 0.3 | -7.8 | -2.6
COC(=O)COc1cccc2c(=O)n(CC(=O)NCc3ccc(F)cc3)ccc12 | 8.4 | 7.6 | 6.9 | 1.2 | -10.3 | 1.2
Cc1noc(C)c1S(=O)(=O)Nc1ccc2c(c1)C(=O)N([C@H](C)CO)C[C@H](C)[C@@H](CN(C)S(=O)(=O)c1ccc(F)cc1)O2 | -9.6&-21.2 | 1.9 | -1.7&-1.0 | -0.8&0.5 | -1.2&-39.6 | 3.9

Additional structures.
SMILES	GSIS activator	esBAF inh	RAD54 branch	CFTR F508del cor	ERAP1 inh	RAD52 anneal inh	XiGFP reactiv	ARNT TACC3 PPI
O=C(COc1ccc(Br)cc1)Nc1ccc(N2CCOCC2)cc1N1CCOCC1	·	-0.3	3.3	1.0	19.4	-14.0	0.0	-1.0
Cc1ccc(SCC(=O)Nc2ccc(S(=O)(=O)Nc3nccs3)cc2)cc1	0.5	·	·	0.7	-2.2	-53.5	0.0	5.7
CCCc1nnc(SCC(=O)N2CCCC(C)C2)n1CCOC (centres undefined)	8.9	·	·	1.7	-3.6	-23.2	0.6	-5.6
CCCCCOC(=O)C1C(c2ccccc2)C(C(=O)O)C1c1ccccc1 (centres undefined)	32.9	·	·	·	2.8	9.3	0.1	-6.0
CCOC(=O)/C(C#N)=C/Nc1ccccc1NS(=O)(=O)c1cccc(C(C)=O)c1	0.0	0.4	-8.7	-1.2	-1.2	-12.9	0.0	-8.4
CO[C@@H]1CN(C)C(=O)c2ccc(NS(C)(=O)=O)cc2OC[C@@H](C)N(C(=O)CN(C)C)C[C@H]1C	8.8	-0.2	2.4	-3.2	-0.8	15.0	0.0	-4.1
COC(=O)C[C@@H]1CC[C@H]2[C@@H](COC[C@@H](O)CN2C(=O)Nc2ccccc2OC)O1	10.5	-0.7	3.4	-3.2	1.7	8.2	0.0	5.2
O=C(N[C@H]1CC[C@H](CCNS(=O)(=O)c2ccc(Cl)cc2)O[C@H]1CO)c1cnccn1	1.3	-8.2	-3.1	1.4	0.4	-13.2	0.3	-2.8
COc1ccc([C@H]2CC(=O)C=C(c3ccc(Cl)c(F)c3)C2)cc1	2.4	19.8	-1.2	-1.0	-4.3	-13.2	0.1	0.1
C=C[C@@H]1c2c(F)cccc2N(S(=O)(=O)c2ccc(C)cc2)[C@H](c2ccc(OC(C)=O)cc2)C1(C#N)C#N	-4.0	0.4	1.4	-3.1	0.4	-20.7	0.3	-1.5
Cc1ccccc1C(=O)Nc1ccc(Br)c(C)n1	-10.1	23.6	-1.1	·	·	·	·	4.3
COc1ccc(OC)c(NC(=O)c2ccc3c(c2)OCO3)c1	-0.9	4.5	6.2	-0.3	-2.7	-7.5	0.2	-2.8

Compound profiles, as listed above. Values in the order: GSIS activator | esBAF inh | RAD54 branch | CFTR F508del cor | ERAP1 inh | RAD52 anneal inh | XiGFP reactiv | ARNT TACC3 PPI
Record of CO[C@@H]1CN(C)C(=O)c2ccc(NS(C)(=O)=O)cc2OC[C@@H](C)N(C(=O)CN(C)C)C[C@H]1C : 8.8 | -0.2 | 2.4 | -3.2 | -0.8 | 15.0 | 0.0 | -4.1
Record of Cc1ccc(SCC(=O)Nc2ccc(S(=O)(=O)Nc3nccs3)cc2)cc1 : 0.5 | · | · | 0.7 | -2.2 | -53.5 | 0.0 | 5.7
Record of Cc1ccccc1C(=O)Nc1ccc(Br)c(C)n1 : -10.1 | 23.6 | -1.1 | · | · | · | · | 4.3
